# sPLA2-III inh: Blocks human group III sPLA2 activity | actives 0.56% (n = 370,000) | inhibition, % at 12.2 µM | AID 743126 | QFRET BODIPY PC-A2 liposome hydrolysis, fluorescence | Q9NZ20;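 active = inhibition above mean plus 3 SD of compounds lying within the high and low control bounds, cut at about 19% in these data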;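 also: 0% = median of test compound wells and 100% = no enzyme DMSO wells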
# GC-A act: GC-A (human) enzyme activation | P16066 | HEK293 GC-A cells, cGMP TR-FRET, EC30 ANP; 0% at EC30 ANP, 100% saturating ANP | activation, % at 10 µM | actives 0.14% (n = 370,000) | AID 1671463; in the data active = activation above about 40%
# ADAM10 inh: inhibitors of human ADAM10; O14672; recombinant ADAM10, EDANS/DABCYL FRET peptide cleavage, 3 h; inhibition, % at 7 µM; actives 0.62% (n = 370,000); AID 720582;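 active = inhibition above a per-campaign cutoff equal to the mean of compounds falling between control-based bounds plus 3 SD, cut at about 20% in these data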;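 also: 0% = DMSO wells while the 100% control is not disclosed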
# Target sequence (O14672 214-748 limits assumed): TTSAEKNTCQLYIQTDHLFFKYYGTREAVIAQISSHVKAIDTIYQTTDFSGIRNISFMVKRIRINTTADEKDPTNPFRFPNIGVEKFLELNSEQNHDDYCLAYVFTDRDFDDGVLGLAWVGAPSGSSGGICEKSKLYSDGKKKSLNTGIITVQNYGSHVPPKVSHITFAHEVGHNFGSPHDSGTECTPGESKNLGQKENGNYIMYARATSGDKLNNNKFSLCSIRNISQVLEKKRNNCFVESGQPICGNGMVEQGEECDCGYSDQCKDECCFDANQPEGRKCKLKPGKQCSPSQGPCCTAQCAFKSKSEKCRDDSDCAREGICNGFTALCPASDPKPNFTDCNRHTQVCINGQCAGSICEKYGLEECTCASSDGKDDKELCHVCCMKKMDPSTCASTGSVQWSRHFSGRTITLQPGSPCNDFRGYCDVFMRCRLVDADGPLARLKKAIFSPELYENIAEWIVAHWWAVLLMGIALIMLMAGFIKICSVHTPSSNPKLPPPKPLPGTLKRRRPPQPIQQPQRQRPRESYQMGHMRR
# GC-B act: GC-B (human) receptor activation. P20594. AID 1920062. HEK293-GC-B cells, CNP EC30, cGMP TR-FRET; 0% at EC30 CNP, 100% saturating CNP. actives 0.11% (n = 370,000). activation, % at 10 µM;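 active = activation at 10 µM reaching about 35% in either raw or pattern-adjusted values, limit read from the data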
# rCAG RNA binder: r(CAG) repeat RNA binding; TO-PRO-1 dye displacement fluorescence; inhibition, % at 3 µM; actives 1.3% (n = 370,000);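 active = inhibition above the plate cutoff, the mean of all test compounds on that plate plus 3 SD, cut at about 35% in these data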;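 also: 0% = DMSO alone and 100% = 100 µM mitoxantrone as full dye displacement; higher means more dye released from RNA so lower well fluorescence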
# GAA850 FXN act: frataxin GAA850 promoter activation. HEK293 lucGAA850 FXN promoter luciferase reporter, 24 h; percent of 10 µM SAHA response. activation, % at 6 µM. actives 0.56% (n = 360,000). AID 540364;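 active = activation above the average of all compounds screened plus 3 SD, cutoff fixed separately per campaign, cut at about 7.5% in these data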;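 also: 0% = DMSO wells and 100% = 10 µM SAHA wells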
# Tn6 DDE FP: DD(E)-Tn6 binding inhibition, primary FP screen; P02675; actives 0.21% (n = 370,000); AID 720509; Fibrin DD(E) TRITC-Tn6 fluorescence polarization displacement; inhibition, % at 8.3 µM;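 active = inhibition above a per-campaign cutoff: mean of compounds within control limits plus 3 SD, cut at about 15% in these data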;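 also: 0% = median of all compound wells on the plate and 100% = blocking peptide control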
# proKLK7 act: proKLK7 (human) activation, primary screen; P49862; purified proKLK7, EDANS-DABCYL substrate fluorescence; 100% is mature enzyme control, 0% vehicle; activation, % at 7 µM; actives 0.9% (n = 370,000);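 active = activation above the mean of all tested compounds plus 3 SD, computed per campaign excluding outliers beyond control limits, cut at about 13% in these data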
# Target sequence (P49862 whole entry, looked up): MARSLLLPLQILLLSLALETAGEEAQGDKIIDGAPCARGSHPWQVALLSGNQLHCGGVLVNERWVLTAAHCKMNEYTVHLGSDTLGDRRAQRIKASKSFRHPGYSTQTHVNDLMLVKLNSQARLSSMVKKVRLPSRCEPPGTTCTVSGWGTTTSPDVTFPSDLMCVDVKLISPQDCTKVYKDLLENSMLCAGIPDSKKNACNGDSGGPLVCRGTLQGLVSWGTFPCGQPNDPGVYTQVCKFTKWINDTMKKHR
# ARFGAP1 inh: inhibits rat ARF GTPase activating protein 1. actives 0.26% (n = 360,000). inhibition, % at 16.5 µM. Q62848. Arfgap1-stimulated ARF1 GTP hydrolysis, GDP FP detection;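 active = inhibition above a per-plate limit, mean inhibition of low control wells plus 3 SD, cut at about 25% in these data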;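 also: 0% = DMSO wells with enzyme and 100% = wells lacking Arfgap1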
# Target sequence (Q62848 1-136 limits assumed): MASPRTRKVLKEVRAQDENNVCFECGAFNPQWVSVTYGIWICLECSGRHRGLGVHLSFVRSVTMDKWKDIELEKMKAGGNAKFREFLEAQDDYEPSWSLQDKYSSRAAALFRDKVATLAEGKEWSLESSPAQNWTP
#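 Replicates: Single well per compound | Assay system: Truncated rat Arfgap1 GAP domain | Control set: No-Arfgap1 wells (100%) versus DMSO full-reaction wells (0%) | Times: Enzyme reaction 120 min at 25 °C after 20 min preincubation | Reagent: Human ARF1(Δ1-17)-GTP substrate | Measured by: Tracer-displacement fluorescence polarization with EDTA stop, 620/688 nm | Measure: Percent inhibition of Arfgap1-stimulated GTP hydrolysis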
# ASAP1 GAP inh: ASAP1 ArfGAP inhibition. Q9ULH1. ASAP1-stimulated ARF1 GTP hydrolysis, GDP FP detection. inhibition, % at 16.5 µM. actives 0.19% (n = 360,000). AID 624377; in the data active = inhibition above about 25%;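 also: 0% = vehicle with enzyme and substrate and 100% = no enzyme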
# Active calls of the source: *; i = inactive; . = not tested or not shown.
SMILES,sPLA2-III inh,GC-A act,ADAM10 inh,GC-B act,rCAG RNA binder,GAA850 FXN act,Tn6 DDE FP,proKLK7 act,ARFGAP1 inh,ASAP1 GAP inh
Cc1[nH]ccc(=O)c1Cc1c(Cl)cccc1Cl,3,4,-3,2,3,0.9,6,0.3,3,2
COc1ccc2c(c1)CN1CN(Cc3ccccc3)S(=O)(=O)CC21 (stereo not given),5,-1,-24,0,7,.,3,-0.3,.,.
Cc1cc(C)c(NS(=O)(=O)c2ccc(NC(=O)CCC(=O)O)cc2)c(C)c1,8,0,-6,0,3,0.1,-6,0.1,9,-9
COc1ccc2nc(NC(=O)c3c(C)noc3C)sc2c1,0,1,-156,3,4,1.1,-4,3.7,-10,-15
O=C(Nc1ccccc1)C1=C[C@@H](c2coc3ccccc3c2=O)C[C@@H](OCc2ccc(CO)cc2)O1,-9,1,1,5,-1,0.6,5,0.8,0,-4
CC(N)c1csc(Nc2ccc(C(=O)NCCCO)cn2)n1 (stereo not given),8,4,-11,4,4,-1.3,-7,0.1,10,-1
O=C1CCCCC1C(O)(C(=O)c1ccccc1)c1ccccc1 (stereo not given),1,-13,4,-10,1,0.1,-1,0.2,11,-3
CCc1cc(C(=O)NC2CCCc3c2cnn3-c2cccc(C)c2C)n(C)n1 (stereo not given),-4,2,0,4,-11,.,-4,0.6,4,-1
O=c1c2ccccc2cnn1Cc1n[nH]c(=S)n1-c1ccccc1,1,-1,1,-4,1,2.7,2,0.2,1,-7
Cc1cc(OC(=O)Cc2cccc3ccccc23)c([N+](=O)[O-])c(=O)[nH]1,4,-4,-11,3,1,2.5,-4,1.1,12,2
CCC(C)c1ccccc1N1CC(C(=O)N2CCN(C(=O)c3ccco3)CC2)CC1=O (stereo not given),12,0,-1,-2,-4,1.8,-5,-1.0,-8,-14
O=Cc1ccc(-c2ccccc2OC(F)(F)F)o1,6,3,-2,2,1,1.4,4,0.2,-4,5
CCOc1cc(CN2CCCC(CO)(Cc3ccc(F)cc3F)C2)ccc1OC (stereo not given),-8,-7,-7,-3,-9,-2.5,0,-0.2,-8,-5
CC1C(=O)N2CCCc3cc(NC(=O)C(=O)NCc4cccnc4)cc1c32 (stereo not given),4,1,-18,-2,-3,-1.0,3,0.1,27*,-6
CC1(C(=O)NS(=O)(=O)c2ccccc2C(F)(F)F)CCN1C(=O)CCC1CCCC1 (stereo not given),-4,-3,-1,-2,24,-2.3,1,0.3,-12,3
Cc1ccc(-n2c(-c3ccccc3)n[nH]c2=S)cc1,14,-2,-5,5,3,1.7,-3,-0.1,3,2
COc1ccc(/C=C\C(=O)c2c(O)ccc3c(C)cc(=O)oc23)cc1OC,-8,1,-13,-3,19,-0.9,5,-1.8,10,-9
COC1=C/C(=C/c2c(N)n3nc(CC(=O)N4CCCC4)sc3nc2=O)C=CC1=O,-22,-3,-36,-1,18,0.5,0,-0.7,-4,-10
CCCOc1ccc(F)cc1-c1cc(C(=O)Nc2ccc(OC)cc2C)[nH]n1,4,58*,1,62*,2,0.2,7,0.0,-2,-4
CCc1nc2ccccc2c2nc3ccccc3n12,-1,13,-74,6,4,1.3,-1,0.6,-2,-7
CC(N)c1csc(Nc2nncc3ccccc23)n1 (stereo not given),23*,-15,-32,-6,12,3.2,-1,0.8,4,-10
CC(C)=CCC(C)(C)C1OCCN1C(=O)Nc1ccccc1 (stereo not given),2,-1,3,2,-7,-1.1,-1,0.4,2,-17
O=S(=O)(c1ccc2c(c1)nc1n2CCC1)N1CCOCC1,0,4,-8,3,0,-1.7,2,-0.4,-2,5
O=C(CSc1ccccn1)c1ccc2c(c1)OCO2,-11,-1,-2,-1,-2,0.9,-3,-0.1,6,6
N#CCCn1cc(C(=O)NCc2ccccc2)c(-c2cccs2)n1,0,-1,-7,-4,0,0.3,-2,0.3,8,-11

# Entries of single compounds, quoted from the list. Screens in order: sPLA2-III inh	GC-A act	ADAM10 inh	GC-B act	rCAG RNA binder	GAA850 FXN act	Tn6 DDE FP	proKLK7 act	ARFGAP1 inh	ASAP1 GAP inh
# Shown for CC(N)c1csc(Nc2ccc(C(=O)NCCCO)cn2)n1 (stereo not given) → 8	4	-11	4	4	-1.3	-7	0.1	10	-1
# Shown for Cc1cc(C)c(NS(=O)(=O)c2ccc(NC(=O)CCC(=O)O)cc2)c(C)c1 → 8	0	-6	0	3	0.1	-6	0.1	9	-9

# Going on with the list:
SMILES,sPLA2-III inh,GC-A act,ADAM10 inh,GC-B act,rCAG RNA binder,GAA850 FXN act,Tn6 DDE FP,proKLK7 act,ARFGAP1 inh,ASAP1 GAP inh
O=C(O)CNC(=O)CC12CC3CC(CC(C3)C1)C2,5,0,-5,-2,0,2.2,2,-0.1,0,-6
COC(=O)Nc1ccc(S(=O)(=O)N2CCCC(C(=O)NCC3CCCO3)C2)cc1 (stereo not given),3,-2,-5,4,-3,2.2,-3,-0.4,-2,-4
CCOc1ccc(NC(=O)COC(=O)CC2CC3CCC2C3)cc1 (stereo not given),7,5,-1,3,-2,-0.8,9,0.0,6,-11
O=C(NC(=S)NCc1cccnc1)c1cccc2ccccc12,11,-2,-2,-2,0,1.1,-2,0.2,9,6
CCSc1nc(O)c(C(c2cccc(OC)c2)c2c(O)nc(SCC)[nH]c2=O)c(=O)[nH]1,11,1,8,0,3,0.2,5,-0.1,5,1
CCCCNC(=O)COC(=O)C1CCN(S(=O)(=O)c2ccc3c(c2)OCCO3)CC1,-2,1,0,-5,-5,0.3,-9,-0.3,7,12
COc1cccc(C2CC(c3ccc(Cl)cc3Cl)n3nc(N)nc3N2)c1 (stereo not given),-2,0,-6,-8,-6,-1.6,-11,0.1,-10,9
COc1ccc(NC(=O)CSc2nnnn2-c2ccc(OC)cc2)cc1,9,-3,6,8,6,0.0,10,-0.2,-3,14
CC(C)C(C(=O)Nc1nccs1)c1ccc(Cl)cc1 (stereo not given),-6,-25,9,-10,-5,-2.1,3,0.2,0,4
CCc1nnc(NC(=O)C2CC(=O)N(CCc3ccccc3)C2)s1 (stereo not given),1,-3,-7,-3,4,-1.8,-4,0.1,15,-1
CCCOc1ccc(N2CC(C(=O)NC3=NCCS3)CC2=O)cc1 (stereo not given),-1,-1,-5,1,-4,2.0,9,0.0,0,-10
O=C(CNC(=O)c1ccccc1)N/N=C/c1ccc([N+](=O)[O-])o1,14,0,-17,7,11,1.4,6,-0.7,13,4
COc1ccc(C(=O)Nc2cc(-c3nn4c(C)nnc4s3)ccc2C)cc1,7,-1,0,3,6,-2.2,9,-0.1,5,-4
O=C(NC1CCCCC1)C(c1ccccn1)N(C(=O)Cc1cccs1)c1ccc(Cl)cc1 (stereo not given),-6,-36,4,-20,-2,-2.2,6,0.0,-6,4
O=C(Nc1ccccc1C(=O)N1CCCC1)c1ncoc1-c1cccc(Cl)c1,5,-4,5,7,-2,1.1,-6,-0.9,12,-8
C[C@H]1COc2cccc(N3CCSCC3)c2S(=O)(=O)N1,4,7,-3,3,1,.,3,0.7,3,1
CC[C@@]1(C(=O)OC)N[C@H](CN(C)C(C)=O)[C@@H]2C(=O)N(C)C(=O)[C@@H]21,9,3,-5,9,4,0.6,-8,0.3,0,1
Nc1ncnc2c1ncn2[C@@H]1O[C@H](COP(=O)(O)OP(=O)(O)OP(=O)(O)O)[C@@H](O)[C@H]1O,3,0,5,2,1,-1.5,3,0.0,-43,-31
CCOc1ccc(S(=O)(=O)N2CCOCC2)cc1NC(=O)CCOc1ccc(C(C)(C)C)cc1,-11,-2,-5,3,1,0.4,-1,0.6,-1,-9
COc1ccc(C2=NOC(C(=O)Nc3cccnc3)C2)cc1 (stereo not given),7,2,-1,3,-2,-0.2,-6,0.1,-2,4
c1ccc2c(c1)OCC(CNc1ncnc3sccc13)O2 (stereo not given),-5,.,0,.,3,-4.5,-1,0.1,5,1
CCSc1nc(COC(=O)NC)c(COC(=O)NC)n1C,12,1,-2,2,1,-1.3,-4,-0.6,1,-8
COc1ccc(CCN2C(=O)CC(N3CCC(C(N)=O)CC3)C2=O)cc1OC (stereo not given),-1,2,-8,1,-3,1.4,2,0.2,6,-13
CC(=O)COc1ccc2cc(-c3ccccc3)c(=O)oc2c1,-4,2,i,-3,5,0.7,4,23*,-7,1
COc1ccc2nc(CC(C)(C)CC(=O)O)c[n+]([O-])c2c1,2,6,i,-1,0,-1.1,-10,4.6,-1,10

# (cont.)
SMILES,sPLA2-III inh,GC-A act,ADAM10 inh,GC-B act,rCAG RNA binder,GAA850 FXN act,Tn6 DDE FP,proKLK7 act,ARFGAP1 inh,ASAP1 GAP inh
Cc1ccc(S(=O)(=O)N(C)C)cc1NC(=O)COC(=O)c1c(-c2ccccc2)noc1C,-9,-5,-15,1,2,-0.3,2,0.0,8,-5
COc1ccc(OC)c(NC(=O)c2cc(-c3cc(F)ccc3OCC3CCCO3)n[nH]2)c1 (stereo not given),10,5,-5,3,9,-2.9,-4,-3.1,1,-2
O=C(CN1C(=O)COc2ccccc21)NCCN1CCc2ccccc2C1,0,1,-1,4,-7,0.6,0,0.5,20,7
Nc1nccc(/C=C/c2c(Cl)cccc2Cl)n1,0,-1,-103,-4,-2,2.0,-8,4.2,0,-19
CC(C)CC(=O)N1CCN(S(C)(=O)=O)CC1,7,-2,-9,-6,0,0.1,2,0.3,-3,-17
CC(=O)Nc1ccc(-c2ccnc3c2CC(C(=O)Nc2cccc(N(C)C)c2)O3)cc1 (stereo not given),-1,-3,14,-2,2,-6.0,-7,0.3,-5,13
C=CCNC(=O)CN1C(=O)c2cccc3cccc1c23,0,-2,-59,2,0,2.5,3,7.0,-7,-5
O=C(Nc1ccc(Cl)c(C(F)(F)F)c1)[C@@H]1CC=C[C@@H]2CCN(Cc3ccc(Cl)c(Cl)c3)C(=O)[C@@H]21,7,0,6,1,13,0.2,5,0.1,3,5
CC(=O)Nc1cccc(Oc2ccc(-c3noc(C)n3)cc2)c1,-10,0,5,-4,0,3.6,8,-0.4,-5,19
CCCC(c1nnnn1Cc1ccco1)N1CCN(C2CCCC2)CC1 (stereo not given),-7,-3,9,-12,1,1.0,-2,0.1,10,2
COc1cccc(N2CC(C(=O)Nc3nnc(SCc4cccnc4)s3)CC2=O)c1 (stereo not given),-9,-5,9,0,7,-0.3,3,-0.2,16,-1
Cc1ccc(C)c(S(=O)(=O)N2CCN(C(=O)Cn3c(C(F)(F)F)nc4ccccc43)CC2)c1,-1,-1,-3,6,-1,-1.2,-3,-0.1,-1,-12
O=C1C2Sc3[nH]c(=O)sc3C(c3ccccc3)C2C(=O)N1c1ccc(Cl)cc1 (stereo not given),-22,0,-8,-2,36*,-1.1,6,5.4,4,-11
Cc1c(C)n(C)c2ccc(C(=O)NCCCN3CCCCC3C)cc12 (stereo not given),-6,-4,-10,-5,-1,-1.8,5,0.4,7,2
O=C1/C(=C/c2cccs2)SC(=S)N1c1cccc(O)c1,-18,2,8,2,9,0.6,-5,-0.4,11,-1
O=S1(=O)N[C@H](Cc2ccccc2)COc2cccc(NCCO)c21,-5,0,-9,2,2,.,-6,0.3,7,5
Cc1cc(OCC(O)CN2C(C)CCCC2C)ccc1C(C)C (stereo not given),-1,1,-3,2,2,5.0,-1,0.5,-7,-2
Cc1cc(C)c(C#N)c(SCC(=O)Nc2ccccc2C(N)=O)n1,6,0,0,4,5,7.1,-2,1.0,7,0
